SENP8 inh: SENP8 protease inhibition | Q96LD8 | purified SENP8, Z-RLRGG-aminoluciferin cleavage, luminescence | inhibition, % at 10 µM | hit rate 1.2% among 330,000
UBC13 inh: blocks human UBC13 polyubiquitin chain formation; hit rate 0.47% among 330,000; AID 485273; inhibition, % at 20 µM; TR-FRET; in the data active = inhibition above about 45%, passing the limit was not always enough
HKDC1 inh: HKDC1 (human) hexokinase inhibition | hit rate 0.16% among 340,000 | Q2TB90 | inhibition, % at 20 µM | recombinant HKDC1, G6PDH/diaphorase resazurin coupled fluorescence;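 active = inhibition above about 35% when tested at 20 µM, limit read from the data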;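 also: plate controls were DMSO wells with enzyme for no effect and DMSO wells lacking enzyme for full effect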
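Test system: recombinant HKDC1 (HK5) hexokinase enzyme, produced in-house; Amount: enzyme 5 µg/mL final; Buffer or medium: Tris pH 8.0 buffer with MgCl2, Tween-20, BSA, BME; Reagent: glucose and ATP substrates; Doses: 20 µM test compound, 1% DMSO; Incubation: 90 min reaction incubation at room temperature, dark; Detection: resorufin fluorescence at 613 nm.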
Apaf1 inhib: inhibitors of human Apaf-1 apoptosome; reconstituted apoptosome caspase-3 activity, DEVD-Rh110 fluorescence; inhibition, % at 20 µM; hit rate 0.71% among 330,000; active = inhibition of at least 40% at 20 µM;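 also: plate controls were DMSO wells for no effect and DEVD-CHO caspase inhibitor wells for full effect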
Target sequence (O14727 whole entry, looked up): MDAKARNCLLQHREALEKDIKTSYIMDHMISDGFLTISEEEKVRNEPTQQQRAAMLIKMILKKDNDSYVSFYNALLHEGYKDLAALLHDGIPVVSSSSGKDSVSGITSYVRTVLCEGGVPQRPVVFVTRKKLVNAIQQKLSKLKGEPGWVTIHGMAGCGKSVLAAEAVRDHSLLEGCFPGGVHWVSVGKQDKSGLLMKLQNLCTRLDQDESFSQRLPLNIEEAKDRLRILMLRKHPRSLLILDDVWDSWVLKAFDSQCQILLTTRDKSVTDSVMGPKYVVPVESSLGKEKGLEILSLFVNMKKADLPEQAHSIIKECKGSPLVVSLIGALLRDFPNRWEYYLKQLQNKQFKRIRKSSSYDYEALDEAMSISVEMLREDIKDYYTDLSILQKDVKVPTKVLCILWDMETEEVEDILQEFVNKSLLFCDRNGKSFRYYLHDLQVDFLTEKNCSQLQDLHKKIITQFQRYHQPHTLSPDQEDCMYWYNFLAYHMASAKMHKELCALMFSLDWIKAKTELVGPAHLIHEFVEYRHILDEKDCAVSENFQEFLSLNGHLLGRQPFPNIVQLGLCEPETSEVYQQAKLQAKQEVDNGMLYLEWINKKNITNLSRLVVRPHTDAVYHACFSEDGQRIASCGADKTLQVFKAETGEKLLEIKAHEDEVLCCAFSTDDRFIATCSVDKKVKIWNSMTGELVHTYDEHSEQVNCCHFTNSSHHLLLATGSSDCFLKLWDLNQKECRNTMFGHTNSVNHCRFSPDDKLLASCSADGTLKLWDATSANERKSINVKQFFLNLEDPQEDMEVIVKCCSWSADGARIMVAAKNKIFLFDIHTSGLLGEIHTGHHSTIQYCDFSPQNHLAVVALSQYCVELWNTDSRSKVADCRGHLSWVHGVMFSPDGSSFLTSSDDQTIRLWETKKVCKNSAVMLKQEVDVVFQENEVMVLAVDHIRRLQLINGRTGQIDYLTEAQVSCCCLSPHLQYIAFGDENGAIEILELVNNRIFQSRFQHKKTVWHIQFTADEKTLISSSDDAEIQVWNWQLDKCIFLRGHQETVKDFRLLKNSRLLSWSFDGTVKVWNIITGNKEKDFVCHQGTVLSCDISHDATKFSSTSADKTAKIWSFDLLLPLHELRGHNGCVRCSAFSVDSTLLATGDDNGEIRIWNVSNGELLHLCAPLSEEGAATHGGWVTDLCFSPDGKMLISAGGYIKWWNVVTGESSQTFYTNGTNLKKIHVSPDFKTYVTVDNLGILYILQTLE
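System: reconstituted apoptosome with Apaf-1, cytochrome c, caspase-9, procaspase-3, dATP; Signal: Rh110 fluorescence intensity; Schedule: 30 min compound preincubation, 50 min activation, room temperature; Reagent: cytochrome c trigger plus (Z-DEVD)2-Rh110 caspase-3 substrate.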
Gli-Sufu antag: antagonists of Gli-Sufu signaling; hit rate 0.74% among 340,000; Sufu-KO-LIGHT fibroblasts, Gli luciferase reporter luminescence; inhibition, % at 5 µM; AID 588413;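 active = inhibition above about 55%, limit read from the data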;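 also: 0% = DMSO-treated cells and 100% = wells with medium but no cells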
697 NFkB inh: inhibitors of the PMA/ionomycin-induced NF-kB reporter in 697 B cells | 697 B-cell NF-kB luciferase reporter, 16 h | inhibition, % at 4 µM | hit rate 0.33% among 330,000; in the data active = inhibition above about 35%
Jurkat NFkB inh: lowers PMA/ionomycin-induced NF-kB signal in Jurkat cells; hit rate 0.53% among 330,000; PMA/ionomycin-induced NF-kB luciferase reporter, luminescence; inhibition, % at 4 µM; AID 435003
SENP7 inh: SENP7 protease inhibition; recombinant SENP7, Z-RLRGG-aminoluciferin luminescence, 40 min; inhibition, % at 5 µM; hit rate 1.5% among 330,000;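 active = inhibition above about 50% at the single test dose, limit read from the data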;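 also: plate controls were DMSO with enzyme for no effect and no enzyme buffer wells for full effect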
* marks the source's active call; other numbers are inactive results. Rule as the data show it, unless noted: active = inhibition above about 50%; inactive = the rest.

SMILES | SENP8 inh | UBC13 inh | HKDC1 inh | Apaf1 inhib | Gli-Sufu antag | 697 NFkB inh | Jurkat NFkB inh | SENP7 inh
CCOc1ccccc1OCC(=O)NCc1ccco1 | 2.2 | 3.5 | 8.4 | -15.4 | 23.7 | 8.1 | -4.8 | -3.4
Cc1ccccc1OCCC(=O)Nc1ccccc1C(=O)NC1CC1 | -3.4 | -3.9 | -5.0 | 4.6 | -4.3 | -17.3 | -0.9 | 7.9
O=C(Nc1nnc(SCC(=O)N2CCCC2)s1)C1CC(=O)N(c2ccccc2)C1 (stereo not given) | 6.4 | -5.1 | -8.5 | 0.3 | -0.5 | -2.5 | 16.5 | -4.4
NC(=O)CC1C(=O)N(c2ccc(Cl)cc2)C(=S)N1NC(=O)c1cccc(F)c1 (stereo not given) | 1.9 | 4.8 | -1.6 | 5.2 | 4.4 | -8.7 | -8.9 | -7.5
Cc1cc(C=C2C(=O)CCCC2=O)c(C)n1-c1ccccc1 | -2.5 | -16.3 | 10.2 | 11.3 | -11.2 | -63.4 | 32.8 | 2.4
CN(C)c1ccc(N/C(N)=N/c2nc(C(F)(F)F)cc(C(F)(F)F)n2)cc1 | -1.4 | 6.3 | -2.1 | -0.1 | 50.2 | -10.0 | 0.1 | 4.5
CCCC1C(=O)Nc2ccccc2N1C(=O)c1ccc(C(C)(C)C)cc1 (stereo not given) | 1.7 | 4.7 | 4.0 | 33.9 | 28.0 | -25.1 | -17.5 | 4.0
COc1ccc(-n2nc(C#N)c(Cl)cc2=O)cc1 | 2.1 | 5.9 | 12.6 | 7.5 | 18.7 | 3.9 | 21.4 | 7.9
CCCn1c(/N=C/c2c[nH]c3ccccc23)nc2ccccc21 | 3.5 | 13.1 | -3.7 | 13.3 | 0.4 | -11.4 | 10.0 | 11.9
O=S(=O)(Nc1nc2ccccc2nc1N1CCc2ccccc2C1)c1ccc(Cl)cc1 | -0.4 | -33.3 | 0.1 | 10.7 | -9.1 | -140.7 | -137.1 | 58.3*
C=CCc1cc(Cl)ccc1OCCCNC(C)C | -2.3 | 13.7 | -8.2 | -2.3 | 10.9 | 0.5 | -11.5 | 3.7
CNC(=O)c1ccsc1NC(=O)CCS(=O)(=O)c1ccccc1 | 0.2 | -14.1 | -2.9 | -7.8 | -2.2 | -31.5 | 4.6 | 1.3
CC(C)CN(C(=O)COc1ccc(-c2nnco2)cc1)C1CCS(=O)(=O)C1 (stereo not given) | 5.1 | -5.3 | -3.0 | -6.2 | -29.2 | 12.8 | -5.0 | -3.5
COc1ccc(CCNC(=O)C(C(=O)c2ccccc2)n2ccccc2=O)cc1OC (stereo not given) | 2.2 | -4.4 | -12.6 | 1.2 | 8.0 | 1.3 | -0.1 | 1.4
COc1ccc(C(=O)Nc2cccc(S(=O)(=O)NC3=NCCC3)c2)cc1OC | -12.9 | -7.1 | -0.8 | 4.6 | 0.9 | -7.5 | -8.0 | -11.0
CN1CCN(S(=O)(=O)c2ccc(N3CCN(C(c4ccccc4)c4ccccc4)CC3)nc2)CC1 | 2.1 | 7.0 | 1.8 | -77.6 | 10.2 | 0.6 | -7.7 | -3.8
COc1cccc(OCC(O)CN2CCN(c3ccccn3)CC2)c1 (stereo not given) | -6.5 | -8.0 | 2.9 | -3.2 | 0.5 | -2.9 | -0.6 | -3.2
COc1ccc(C2=NOC(C(=O)Nc3cc(C)nn3-c3ccccc3)C2)cc1OC (stereo not given) | 1.8 | -4.2 | -7.2 | -3.7 | -1.1 | 11.9 | 7.2 | 2.6
N/C(=N\OC(=O)Oc1ccccc1)c1cccc([N+](=O)[O-])c1 | -1.2 | -2.2 | 10.9 | -2.4 | 0.9 | -2.7 | -11.4 | 9.5
CC(=O)Nc1ccc(-c2csc(NC(=O)CCCc3cccs3)n2)cc1 | -1.9 | -11.2 | -9.3 | 4.9 | -0.8 | 1.6 | 0.4 | -7.7
O=C(O)c1ccc2c(c1)C1C=CCC1C(c1cc3c(cc1Br)OCO3)N2 (stereo not given) | -1.2 | -18.0 | 17.6 | 20.8 | -2.7 | 12.4 | 2.8 | -5.0
COc1cc(NC(=O)c2cccs2)c(C(=O)OCC(=O)NC(=O)NC(C)(C)C)cc1OC | -1.5 | 3.6 | 3.1 | -1.2 | 0.6 | 12.0 | -2.2 | 7.8
CCN(CC)CCCNC(=O)c1c(O)c2c([nH]c1=O)CCCC2 | -0.3 | 6.5 | 5.7 | -5.6 | -0.3 | -26.9 | -26.1 | 59.3*
O=C(COc1ccc2ccc(=O)oc2c1)N1CCN(c2ccc(F)cc2)CC1 | 4.8 | -0.9 | 4.6 | -6.1 | 2.5 | 10.8 | 15.8 | 4.3
O=S(=O)(NC1CC2CCC1C2)c1ccc(Cl)cc1 (stereo not given) | 8.4 | 6.6 | -7.7 | 11.2 | -8.7 | 11.2 | -6.9 | -3.3
C=CCn1c(CCn2c3ccccc3c3ccccc32)n[nH]c1=S | -12.9 | -9.1 | -9.6 | 21.4 | -3.7 | -35.8 | -7.4 | 0.1
COCC(=O)OCC(=O)Nc1cc(C(C)(C)C)nn1-c1ccccc1 | 2.9 | 7.7 | -3.2 | -6.9 | 6.0 | 17.3 | 10.7 | 2.5
COc1cc2c(cc1OC)C(c1cccc(F)c1)CC(=O)N2 (stereo not given) | -3.7 | -8.7 | -2.6 | -8.8 | -12.5 | -13.0 | 0.7 | 8.4
Cc1ccc(CSCC(=O)NCc2ccc3c(c2)OCO3)cc1 | 1.6 | -0.4 | -6.7 | 9.5 | -2.7 | -16.4 | -3.6 | 1.4
CC/C=C/C(=O)N1CC2(CC(c3cccc(NC(=O)CC(c4ccccc4)c4ccccc4)c3)=NO2)C[C@@H]1C(N)=O (stereo not given in full) | -4.3 | 12.1 | -2.1 | 18.5 | 13.1 | -9.4 | 1.4 | -16.9
O=C(NCc1cccs1)C1CCCN(S(=O)(=O)c2ccc(Br)s2)C1 (stereo not given) | 3.8 | 5.7 | -0.6 | 8.3 | 3.9 | 15.3 | 3.2 | 3.7
COc1cc(C(=O)NCC(c2ccco2)N2CCOCC2)cc(OC)c1OC (stereo not given) | 4.9 | 0.3 | 1.0 | -6.6 | -1.3 | -8.8 | 7.8 | -3.3
Cc1cc(C)n2nc(C(=O)OC(C)C(=O)c3cc(C)c(C)cc3C)nc2n1 (stereo not given) | -10.2 | -3.3 | 0.6 | 1.0 | -9.1 | -3.2 | 5.7 | -17.2
CC(=O)Nc1ccc(NS(=O)(=O)c2ccc3c(c2)NC(=O)CC(=O)N3)cc1 | -1.3 | 5.2 | 0.0 | -1.0 | -27.4 | 8.4 | 4.4 | 3.4
COc1ccc(C(=O)NCC(C)C)c(OC)c1 | 0.6 | 7.4 | 3.7 | 7.5 | -16.5 | 8.2 | -10.9 | -5.3
O=C(COc1ccc(F)cc1Br)NCc1nnc2ccccn12 | -13.5 | -9.8 | 1.5 | 13.2 | -16.3 | -17.2 | -20.2 | -0.2
COC(=O)CNc1c(-c2ccccn2)nc2ccc(Br)cn12 | 50.0 | -12.9 | 2.4 | 13.6 | -26.2 | -114.2 | -87.5 | 42.0
O=C(Nc1cccc(F)c1)C1CCCCC1 | -1.7 | -3.6 | -3.4 | -9.7 | -4.7 | 10.8 | 1.8 | -1.9
COc1cc(C(=S)N2CCOCC2)cc(OC)c1OC(=O)Cc1ccc(F)cc1 | 1.5 | 1.4 | -9.8 | 4.1 | 1.0 | 19.9 | 11.4 | 0.3
Cc1nnc(NC(=O)CSc2nnc(-c3ccoc3C)n2CC(C)C)s1 | -5.1 | 5.4 | 2.0 | -1.8 | -2.9 | 10.8 | 4.4 | -0.2
O=C(O)CCn1c(SCc2ccccc2)nc2ccccc21 | -5.4 | -0.7 | -0.6 | -15.9 | -8.2 | -4.5 | -11.6 | -0.4
S=C(Nc1ccccc1)N1CCn2cccc2C1c1cccnc1 (stereo not given) | -1.3 | -2.8 | -8.1 | -0.2 | 3.8 | 13.7 | 8.5 | 0.3
CCCCSc1nc(N)c(NC(=O)c2ccco2)c(=O)[nH]1 | -3.4 | -2.7 | -3.7 | -4.5 | -4.9 | 13.9 | -3.7 | -3.5
COc1ccc(C(=O)n2cc(C(C)=O)c3ccccc32)cc1 | -9.7 | 4.3 | -3.7 | 2.6 | 41.8 | -26.0 | 12.3 | 1.3
Cc1cc2oc(=O)cc(Cn3ccnc3)c2cc1O | 7.3 | -2.8 | 3.4 | -0.6 | -5.5 | -27.9 | 2.9 | -1.3
COc1cccc(/C=N/N2CCN(c3ccncc3S(=O)(=O)N3CCCCC3)CC2)c1 | -0.8 | 5.3 | -8.4 | 11.3 | 4.8 | 13.1 | -0.8 | -3.3
O=C(CCl)N1CCN(C(=O)C2COc3ccccc3O2)CC1 (stereo not given) | 1.7 | 13.0 | 4.3 | -8.6 | -13.3 | 26.8 | 9.6 | -7.3
COc1ccc(S(=O)(=O)N2CN(CCc3ccc(OC)c(OC)c3)c3nc4ccccc4nc32)cc1 | -6.2 | -7.7 | -2.7 | 10.5 | 1.3 | -1.3 | -0.8 | -1.4

Random excerpt: two records from the list.
SMILES | SENP8 inh | UBC13 inh | HKDC1 inh | Apaf1 inhib | Gli-Sufu antag | 697 NFkB inh | Jurkat NFkB inh | SENP7 inh
O=C(O)CCn1c(SCc2ccccc2)nc2ccccc21 | -5.4 | -0.7 | -0.6 | -15.9 | -8.2 | -4.5 | -11.6 | -0.4
COC(=O)CNc1c(-c2ccccn2)nc2ccc(Br)cn12 | 50.0 | -12.9 | 2.4 | 13.6 | -26.2 | -114.2 | -87.5 | 42.0

Remaining list, next part
SMILES | SENP8 inh | UBC13 inh | HKDC1 inh | Apaf1 inhib | Gli-Sufu antag | 697 NFkB inh | Jurkat NFkB inh | SENP7 inh
COc1ccc(NC(=O)CNC(=O)Cn2cnc3sc(C)c(C)c3c2=O)cc1OC | -0.3 | 12.3 | -5.5 | -12.7 | -8.7 | 8.0 | 4.6 | 0.5
COc1ccccc1N1C(=O)c2cccc3c(C(=O)O)ccc(c23)C1=O | -10.8 | -10.8 | -0.5 | 1.2 | -16.5 | -2.7 | 3.3 | -2.4
c1c2c(cc3sc(N4CCOCC4)nc13)OCO2 | 76.2* | -1.1 | -1.9 | 3.5 | -78.7 | -102.0 | -92.8 | 89.3*
Cc1ccc(SCC(=O)Nc2ccc(N3CCOCC3)cc2)cc1 | -13.1 | -6.1 | -4.0 | -1.2 | -17.7 | -6.7 | 3.3 | -8.5
CC/C(=N\NC(=O)COc1ccc(Br)cc1)c1ccc(OC)c(OC)c1 | -2.8 | -10.1 | -4.8 | 27.5 | -1.7 | -6.1 | -9.4 | 2.9
O=C(CCN1C(=O)C2C3C=CC(C3)C2C1=O)NCCc1ccccc1Cl (stereo not given) | 0.4 | 3.0 | -2.3 | 4.9 | -10.0 | 13.2 | -12.3 | 1.8
Nc1ccc2c3c(cccc13)CC2 | -0.4 | 3.2 | 11.9 | -11.9 | 11.2 | 5.5 | 0.1 | 2.1
CCOC(=O)C=C1CCN(c2ncc(C(F)(F)F)cc2Cl)CC1 | 6.4 | 9.5 | -5.3 | 3.1 | -6.4 | -8.6 | -4.8 | 2.2
Cc1nc(-c2ccc3c(c2)CCC(=O)N3)cs1 | -13.9 | -1.1 | -0.3 | -3.3 | -14.7 | -30.4 | -37.6 | -7.3

An excerpt from above in order of length of the SMILES, low to high:
SMILES | SENP8 inh | UBC13 inh | HKDC1 inh | Apaf1 inhib | Gli-Sufu antag | 697 NFkB inh | Jurkat NFkB inh | SENP7 inh
C=CCn1c(CCn2c3ccccc3c3ccccc32)n[nH]c1=S | -12.9 | -9.1 | -9.6 | 21.4 | -3.7 | -35.8 | -7.4 | 0.1
CCCC1C(=O)Nc2ccccc2N1C(=O)c1ccc(C(C)(C)C)cc1 (stereo not given) | 1.7 | 4.7 | 4.0 | 33.9 | 28.0 | -25.1 | -17.5 | 4.0
Cc1cc(C)n2nc(C(=O)OC(C)C(=O)c3cc(C)c(C)cc3C)nc2n1 (stereo not given) | -10.2 | -3.3 | 0.6 | 1.0 | -9.1 | -3.2 | 5.7 | -17.2
COc1ccc(S(=O)(=O)N2CN(CCc3ccc(OC)c(OC)c3)c3nc4ccccc4nc32)cc1 | -6.2 | -7.7 | -2.7 | 10.5 | 1.3 | -1.3 | -0.8 | -1.4

Compound activity deposited in PubChem by Sanford-Burnham Center for Chemical Genomics.
